OX1R antag-1 = antagonists of human orexin 1 receptor (OX1R); O43613; OX1R-expressing cells, FRET antagonist read-out; inhibition, % at 6.6 µM; 330,000 tested, 1.8% active; AID 485270; in the data active = inhibition mostly above about 38%, no sharp cut-off; inactive = mostly below about 40%;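 note: 0% = agonist challenge alone and 100% = reference antagonist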
Target sequence (O43613 whole entry, looked up): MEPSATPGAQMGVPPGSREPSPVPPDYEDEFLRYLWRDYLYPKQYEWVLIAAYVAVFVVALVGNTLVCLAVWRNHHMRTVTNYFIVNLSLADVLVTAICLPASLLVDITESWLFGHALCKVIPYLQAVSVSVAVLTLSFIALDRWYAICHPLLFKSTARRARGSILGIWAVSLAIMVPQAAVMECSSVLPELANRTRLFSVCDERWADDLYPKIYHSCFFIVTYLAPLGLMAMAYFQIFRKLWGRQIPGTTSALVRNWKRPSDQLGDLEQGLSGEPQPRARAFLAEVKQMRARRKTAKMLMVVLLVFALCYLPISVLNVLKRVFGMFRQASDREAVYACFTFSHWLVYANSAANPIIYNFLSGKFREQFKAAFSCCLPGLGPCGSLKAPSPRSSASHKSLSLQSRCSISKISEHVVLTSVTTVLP
OX1R antag-2 = human HCRTR1 antagonism; O43613; CHO/OX1R cells, Fluo-8 calcium fluorescence, orexin A; inhibition, % at 5 µM; 330,000 tested, 0.43% active; AID 434989;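 active = inhibition above its plate's threshold, mean inhibition of all tested compounds on the plate plus 3 SD, cut at about 37% in these data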;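 note: 0% = orexin A challenge wells and 100% = SB-334867-A antagonist wells; not every result past the cut was called active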
The depositor's hits bear a star. Compounds as they come; overall some 2.1% were active at least once.

OX1R antag-1,OX1R antag-2,SMILES
11,-23,COc1ccc(/C=C/C(=O)NNc2c(F)c(F)cc(F)c2F)cc1OC
8,-19,CCOC(=O)N1CCN(C(=O)c2ccc3nc4cc(Cl)ccc4c(=O)n3c2)CC1
15,-11,COC(=O)c1c(C)[nH]c(C(=O)C(C)Sc2nnc(-c3cc(OC)c(OC)c(OC)c3)o2)c1C (configuration not stated)
18,-20,CC(Oc1ccc(Cl)cc1Cl)c1ccnc2nc(N3CCOCC3)nn12 (configuration not stated)
11,-33,CCOC(=O)N1CCN(C(=O)CSc2nc3c(cnn3-c3ccc(Cl)cc3)c(=O)[nH]2)CC1
20,73*,CC(C)(C)N(NC(=O)Nc1ccc(Cl)c(Cl)c1)C(=O)c1ccccc1
8,7,CN1CCN(CCCNC(=S)Nc2ccc(F)c(Cl)c2)CC1
27,-29,O=C(C1=C[C@@H](c2ccc(Br)cc2)C[C@@H](OCCCCO)O1)N1CCN(Cc2ccc3c(c2)OCO3)CC1
29,3,COc1ccc(OC)c(N(CC(=O)Nc2ccccc2)S(C)(=O)=O)c1
7,-16,CN(C)Cc1c(O)ccc2c(=O)c(-c3ccccc3)c(C(F)(F)F)oc12
4,-18,CN(C)CCN(C(=O)C1CCN(S(=O)(=O)c2cccs2)CC1)c1nc2ccc(F)cc2s1
15,-16,Cc1ccc(-c2nnn(CC(=O)N(CC(=O)NC3CCCC3)c3cccc(F)c3)n2)o1
11,-16,CC1CN(C(=O)CCC(=O)NCCc2ccccc2)c2ccccc2O1 (configuration not stated)
21,-21,Fc1cccc(Cl)c1Cn1nnc2c(N3CCC4(CC3)OCCO4)ncnc21
23,-41,CCOC(=O)C(Sc1nnc2c3ccccc3n(CC)c2n1)C(=O)OCC
8,-13,CCOC(=O)C1(Cc2cccc(OC)c2)CCN(Cc2cnc(C)s2)CC1
8,-12,Cc1nn(C2CCCO2)c(=O)nc1N (configuration not stated)
18,-9,COc1cccc(CN(C)C(=O)CC2C(=O)NCCN2C2Cc3ccccc3C2)c1 (configuration not stated)
14,-11,CCOC(=O)C1CCN(S(=O)(=O)c2ccc3c(c2)N(C(C)=O)CCO3)CC1
5,-23,CC(=O)c1ccc(NC(=S)N2C(C)CCCC2C)cc1 (configuration not stated)
11,-15,N#CNC(=Nc1cccc(C(F)(F)F)c1)SCc1ccc(C(=O)O)cc1
18,-6,CCC1(CC)C(=O)N(C)C(=O)NC1=NCc1ccccc1
10,-9,O=C(Nc1ccc(F)cc1)c1ccc(-n2ccnc2)nc1
5,-5,Nc1c(C(=O)N/N=C/c2ccc([N+](=O)[O-])cc2)sc2nnc(-c3ccccc3)c(-c3ccccc3)c12
0,-5,O=C(NCCN1CCCC1)C1CCC(=O)N(CCCN2CCOCC2)C1 (configuration not stated)
13,-39,COCCN(CC1CCCN(C2Cc3ccccc3C2)C1)C(=O)CSC (configuration not stated)
9,-9,Cn1cc(/C=C2\SC(=O)N(c3ccccc3)C2=O)c2ccccc21
14,-24,CCOc1ccc(CC(=O)NNC(=S)Nc2ccc(OC)c(OC)c2)cc1
6,-20,O=C(Cn1ccc2ccccc2c1=O)NCCC(=O)Nc1ccc(F)cc1F
10,-4,COC(=O)CCC(=O)CN
7,-16,COc1ccc(C(=O)Nn2cnnc2)cc1
8,-27,CC[C@]12c3[nH]c4ccc(OC)cc4c3CCN1C(=O)C(CC(=O)NC(C)(C)C)C[C@@H]2C(=O)N1CCN(C(=O)c2ccco2)CC1 (some centres not stated)
18,-11,CN(C)c1ccc(CN(CC2CCCO2)C(=O)c2cccs2)cc1 (configuration not stated)
2,-19,N#CCSc1ccc(S(=O)(=O)N2CCOCC2)cn1
137*,-8,CCCNC(=O)c1nc(C)n(-c2ccc([N+](=O)[O-])cc2)n1
14,-23,CCCOc1ccc(-c2nnn(CC(=O)N3CCCCC3)n2)cc1
20,-4,O=C(/C=C/c1ccc2c(c1)OCCO2)N1CCN(c2ccc(F)cc2)CC1
17,34,CCOc1cccc(-c2c(C(=O)N/N=C/c3c(F)cccc3Cl)nnn2-c2nonc2N)c1
16,-19,COc1cc(C(=S)N2CCOCC2)cc(OC)c1OS(=O)(=O)c1ccc(C)cc1
12,-27,O=C(CSc1oc(-c2ccccc2)nc1S(=O)(=O)c1ccc(F)cc1)NCC1CCCO1 (configuration not stated)

Part of the list above, reformatted.
> CCOc1cccc(-c2c(C(=O)N/N=C/c3c(F)cccc3Cl)nnn2-c2nonc2N)c1
  OX1R antag-1 = 17	OX1R antag-2 = 34
> COc1cc(C(=S)N2CCOCC2)cc(OC)c1OS(=O)(=O)c1ccc(C)cc1
  OX1R antag-1 = 16	OX1R antag-2 = -19

Going on with the list.
OX1R antag-1,OX1R antag-2,SMILES
14,-14,Cc1cc(C)cc(NC(=O)N2CCC(NC(=O)c3ccccc3C)CC2)c1
1,-36,CNC(=S)N/N=C/c1cc(Br)c(OCc2ccncc2)c(OC)c1
16,-1,Cc1n[nH]c(C)c1S(=O)(=O)N1CCCCCC1
10,-34,Cc1cccc(/C=N/NC(=O)c2cc(-c3cccnc3)nc3c2c(C)nn3-c2ccccc2)c1
17,-37,CCOC(=O)Oc1ccc2oc(C)c(C(=O)OCCOC)c2c1
6,-3,COc1ccc(NC(=O)CC2C(=O)N(C)C(=S)N2CCc2ccccc2)cc1 (configuration not stated)
12,-16,O=C(Nc1ccc(F)cc1Cl)c1ccc2c(=O)n3c(nc2c1)CCC3
11,18,O=C(COc1ccc2ccccc2c1)NNC(=O)C(=O)Nc1ccccc1
17,-4,O=C(NCCc1ccccc1)c1nc2c(nnn2Cc2ccccc2Cl)c(=O)[nH]1
8,-22,C/C(CC(=O)NCC(C)C)=N\NC(=O)COc1cc(C)c(Br)cc1Br
6,11,CSc1ncc(C(=O)O)c(C)n1
-3,-16,CN1CCN(C(=O)C2CCN(S(=O)(=O)c3ccc(F)cc3)CC2)CC1
15,6,C/C(CC(=O)Nc1ccc(Cl)c(Cl)c1)=N\NC(=O)Cc1ccccc1
1,-12,CC1CCc2c(sc(NC(=O)CSc3ncn[nH]3)c2C#N)C1 (configuration not stated)
7,-3,CCOC(=O)c1cc(S(=O)(=O)NCCc2ccc(OC)c(OC)c2)cn1C
4,-24,O=C(Nc1ccc(Cl)cc1)c1cc(S(=O)(=O)Nc2ccccn2)ccc1Cl
6,-5,CC(C)C1CC(C(=O)Nc2ccccc2)C(=O)O1 (configuration not stated)
-2,9,COc1cccc(NC(=S)NC(=O)Cc2ccc(Cl)cc2)c1
20,-13,O=C(CN1C(=O)NC2(CCCCC2)C1=O)Nc1ccc(S(=O)(=O)N2CCOCC2)cc1
8,-13,Cc1ccc(NC(=O)OC(C)CNC(=O)Oc2cccc(C)c2)cc1 (configuration not stated)
22,-13,O=C1c2ccccc2NC2(CCCC2)N1O
17,2,NCCSc1c(-c2ccc(Cl)cc2)[nH]c2ccccc12
12,-33,Cc1ccccc1OCC(=O)N/N=C1\CC(=O)CC(C)(C)C1
35,-4,O=C1CC(N2CCCc3ccccc32)C(=O)N1c1ccccc1Cl (configuration not stated)
3,-1,Cc1ccccc1OCCn1ccnc1
27,-12,CC(=O)N/N=C(\C)c1ccc2c(c1)OCCO2
11,-19,O=C(COC(=O)C1CCN(c2ccc(C(F)(F)F)cn2)CC1)Nc1ccc(Cl)cc1
8,-12,CC(=O)Nc1cc2c(cc1C(=O)c1ccc(C)cc1)OCCO2
64,-2,CCCc1cc2c(-c3ccccc3)cc(=O)oc2cc1OCc1ccc(C(=O)O)o1
20,-23,COc1ccc(S(=O)(=O)N2CCCCC2)cc1NC(=O)c1cccnc1SC
9,-11,CC(=O)c1cccc(NC(=O)c2cc(-c3cccs3)on2)c1
-5,-21,CC(=O)c1sc(NC(=O)COc2ccccc2)nc1C
4,-11,Cc1ccc(S(=O)(=O)NCC(=O)N(CC(=O)NCC2CCCO2)Cc2ccccc2)cc1 (configuration not stated)
6,-27,CCOC(=O)C1=C(N)N(c2cc(S(=O)(=O)N3CCOCC3)ccc2Cl)C(=O)C1
11,13,Cc1cc(C)nc(-n2nc(C)cc2NC(=O)c2cccc(S(=O)(=O)N(C)C)c2)n1
1,-9,Cc1cc(-c2nnco2)c(C)n1-c1ccc(F)cc1
7,-16,CN1CCN(C2=CC(=O)OC23CCCCC3)CC1
8,-5,O=C(NCCCN1CCN(c2ccccc2F)CC1)C1CCC(=O)N1C1CCCC1 (configuration not stated)
18,-16,CCOC(=O)c1cc(-c2ccccc2)nc2nc(N3CCCCC3)sc12
20,-18,Cc1c(NC(=O)C(C)OC(=O)CC2CC3CCC2C3)c(=O)n(-c2ccccc2)n1C (configuration not stated)

The list goes on, overlapping the part above by seven compounds.
OX1R antag-1,OX1R antag-2,SMILES
6,-27,CCOC(=O)C1=C(N)N(c2cc(S(=O)(=O)N3CCOCC3)ccc2Cl)C(=O)C1
11,13,Cc1cc(C)nc(-n2nc(C)cc2NC(=O)c2cccc(S(=O)(=O)N(C)C)c2)n1
1,-9,Cc1cc(-c2nnco2)c(C)n1-c1ccc(F)cc1
7,-16,CN1CCN(C2=CC(=O)OC23CCCCC3)CC1
8,-5,O=C(NCCCN1CCN(c2ccccc2F)CC1)C1CCC(=O)N1C1CCCC1 (configuration not stated)
18,-16,CCOC(=O)c1cc(-c2ccccc2)nc2nc(N3CCCCC3)sc12
20,-18,Cc1c(NC(=O)C(C)OC(=O)CC2CC3CCC2C3)c(=O)n(-c2ccccc2)n1C (configuration not stated)
10,-22,O=C(CCn1cnc2ccccc2c1=O)Nc1ccc(S(=O)(=O)N2CCCCC2)cc1
1,-18,CC1(C)Cc2c(c(=S)nc(-c3ccccc3)n2CCO)CO1
18,-3,Cc1sc(NC(=O)CCCC(=O)O)c(C(N)=O)c1-c1ccccc1
15,-19,CS(=O)(=O)N(CC(=O)NCCSc1ccccc1)c1ccc2c(c1)OCO2
25,-19,CN1CCC(=O)N([C@H](CSc2ccccc2)Cc2ccccc2)CC1
26,8,O=C(Nc1ccc([N+](=O)[O-])cc1)c1cc2ccccc2nc1Cl
8,-3,CSc1ncc(CN2CCCC(C(=O)Nc3ccc(-c4ccco4)cc3)C2)cn1 (configuration not stated)
19,8,Cc1ccc(C)c(N2CCN(C(=O)CCc3nc(-c4ccccc4F)no3)CC2)c1
21,-11,CC(=O)Nc1ccc(-c2sc(Nc3ccccc3)n[n+]2C)cc1
10,11,COc1ccc(N2C(=O)Cc3c2nc(N)c(C#N)c3N)cc1
12,1,COc1cc(C)c(C)cc1S(=O)(=O)NC1CC(C)(C)NC(C)(C)C1
16,-24,COc1cccc(CSc2nnc(CSc3nc4nc(C)cc(C)n4n3)s2)c1
15,0,O=C1CCc2cc(S(=O)(=O)N3CCCCC3)cc3c2N1CC3
-6,-33,COc1ccc(-c2csc(NC(C)c3nc4cc(Cl)c(N5CCCCC5)cc4n3CCCO)n2)cc1 (configuration not stated)
34,-3,Cc1noc(C)c1COc1ccc(C(=O)Nc2ccccn2)cc1
13,-11,NS(=O)(=O)c1cccc(NC(=O)COC(=O)CCCc2c[nH]c3ccccc23)c1
5,-14,CCOC(=O)N1CCc2c(sc(NC(=O)CN(CC)CC)c2C#N)C1
10,-7,COc1cc(CC(=O)N2CCC(n3nccc3NC(=O)C3CC3)CC2)cc(OC)c1OC
13,-3,CC(C)(C)c1ccc(OC(=O)c2ccc(-n3cncn3)nc2)cc1
7,-36,Cc1ccc2cc(CN(Cc3ccccc3)Cc3nnnn3C3CCCC3)c(=O)[nH]c2c1
8,-4,Cc1csc(CNC(=O)C2CCC(=O)N(CCCc3ccccc3)C2)n1 (configuration not stated)
11,-13,COC(=O)C(=CC(=CN(C)C)C=C(C(=O)OC)C(=O)OC)C(=O)OC
22,-6,COC(=O)c1noc(-c2ccc(OC)cc2)n1
5,-10,CC(=NNC(=O)c1ccc2nc[nH]c2c1)c1ccc(Br)cc1
19,10,CN=C1SC(CC(=O)Nc2ccc(C(C)=O)cc2)C(=O)N1C (configuration not stated)
6,-17,CCN(CC)S(=O)(=O)c1ccc(/C=C/C(=O)O)cc1
7,-17,CC1CC(=O)N(CC(=O)NCc2ccco2)c2ccccc2S1 (configuration not stated)
15,1,C/C=C(/C)C(=O)Nc1cccc(C2=NOC3(C2)C[C@@H](C(N)=O)N(C(=O)CC)C3)c1 (some centres not stated)
47*,14,Cc1cc(/C=C2/C(=N)N3C(=NC2=O)SN=C3S(C)(=O)=O)c(C)n1-c1ccccc1F
5,-6,Fc1ccc(CSc2nncn2NCc2ccccc2)cc1
2,12,COC(=O)c1ccc(OC(=O)c2cccnc2)cc1
8,23,CCOC(=O)C1(CCC(C)C)CC(CSc2nc3ccccc3[nH]2)OC1=O (configuration not stated)
16,-31,O=C(c1ccccc1)c1ccc(N2CCOCC2)c(NC(=O)c2ccco2)c1
6,-11,NC(=O)CCN1CCN(CCOC2Cc3cc(Cl)ccc3Sc3ccccc32)CC1 (configuration not stated)
13,-11,CCN(CCn1cccn1)C(=O)c1cc(COc2ccc(F)c(F)c2)on1
17,-3,O=C(Nc1ccccc1F)c1ccc2c(c1)CCN2S(=O)(=O)c1ccccc1
14,-6,COc1ccccc1-c1ccc(=O)n(CC(=O)NCC2CCCO2)n1 (configuration not stated)
9,-3,Cc1ccc2c(c1)N(CC(=O)N1CCC(C)CC1)C(=O)c1cccnc1O2
27,3,COc1ccc(S(=O)(=O)Nc2ccc(O)c(Sc3ncn[nH]3)c2)cc1
7,-4,CC(C)CCn1c(C(C)O)nc2ccccc21 (configuration not stated)
37,1,O=C(NCc1cccnc1)c1ccc([N+](=O)[O-])o1

Whole records, looked up by structure. Screens in order: OX1R antag-1 | OX1R antag-2
CC1CC(=O)N(CC(=O)NCc2ccco2)c2ccccc2S1 (configuration not stated) across the screens: 7 | -17
CCOC(=O)C1(CCC(C)C)CC(CSc2nc3ccccc3[nH]2)OC1=O (configuration not stated) across the screens: 8 | 23
COC(=O)c1noc(-c2ccc(OC)cc2)n1 across the screens: 22 | -6
